Bioassay records (PubChem)
Abeta yeast res: qHTS for compounds that reverse cellular toxicity of Amyloid beta (A-beta) peptide in yeast: Primary Screen; yeast expressing A-beta42, growth rescue, OD600, 48 h; response scale: 0% DMSO, 100% iron-clioquinol control; Potency, µM (top dose mostly 46.1 µM), inactives show at the highest dose growth rescue, most hits filed as activators; 410,000 tested, 0.063% active; AID 1347071, 2019; further: potency means the concentration at half of the fitted maximal effect; nearly all actives have a fitted effect of over 55% in size
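Yeast growth medium received pinned compounds, then yeast cells expressing toxic A-beta were added; plates incubated at 30 C for 48 hr. Growth read as absorbance at 600 nm, normalized to DMSO and equimolar FeCl3 plus clioquinol controls.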
CCT modulator: High-Throughput Screening for Modulators of Cytosolic Chaperonin Activity; activity change, % (concentration not given with the values), hits read low; 360,000 tested, 0.3% active; purified chaperonin ATPase assay, HTRF ADP detection, 30 min; AID 651819, 2012; in the data active means activity change below about -30%; further: on the % scale 0 is the no-effect control and ±100 the full control effect
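TRiC (40 or 20 nM final, by batch activity) in 30 mM Tris pH 7.4, 100 mM KCl, 5 mM MgCl2, 1 mM DTT was treated with compound at 76 uM single dose, then 10 uM ATP, 30 min at 37 °C. ADP was read by HTRF Transcreener.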
TGFb inhibitor: qHTS for Inhibitors of TGF-b | HepG2 CAGA-GFP TGF-b/SMAD3 reporter, GFP fluorescence, 18 h; TGF-beta stimulated, 500 pg/mL final | Potency, µM (top dose mostly 46.1 µM), for inactives: top-dose activity, negative = inhibition, usual class: inhibitors | 410,000 tested, 1.2% active; further: potency means the concentration at half of the fitted maximal effect; on the % scale 0 is the no-effect control and ±100 the full control effect; nearly all actives have a fitted effect of over 65% in size
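Cell-based qHTS in HEPG2 carrying a CAGA-GFP Smad reporter; compounds added before 500 pg/mL final TGF-beta, 18 h incubation at 37 degrees C, GFP fluorescence quantified per cell by imaging cytometry.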
HepG2 viability: qHTS for Inhibitors of TGF-b: Cytotox Counterscreen; HepG2 CAGA-GFP viability, ATP luminescence, 18 h; 410,000 tested, 0.76% active; Potency, µM (series often up to 46.1 µM), for the others: at the top dose activity change, negative = cytotoxicity, usual class: cytotoxic; AID 588856, 2011; further: potency means the concentration at half of the fitted maximal effect; some results filed as inactive show a strong effect at the top dose
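CellTiter-Glo luminescence gave cytotoxicity after 18 hours at 37 degrees C. The cells were HepG2 CAGA-GFP in 1% FBS DMEM, stimulated with 500 pg/mL TGF-beta after compound addition. %Activity was normalised to no-cell wells (complete cell-killing) and DMSO (no toxicity), and curves were fitted and classified.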
A549 viability: Nrf2 qHTS screen for inhibitors: counterscreen for cytotoxicity | A549 ARE-Fluc cells, CellTiter-Fluor viability, 18-24 h | Potency, µM (top dose mostly 46 µM), without a hit: at the top dose activity change, negative = cytotoxicity, most hits filed as inhibitors | 390,000 tested, 0.16% active | AID 504648, 2011; further: potency means the concentration at half of the fitted maximal effect; on the % scale 0 is the no-effect control and ±100 the full control effect
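A549 ARE-Fluc cells in 5% FBS OPTI-MEM, 5000 cells/well, rested 2 h then exposed to compounds in concentration-response for 18-24 h at 37 °C. Viability by CellTiter-Fluor fluorescence (Ex 405/Em 525) after 30 min; luciferase luminescence (BugLite, 15 min, RT) read afterwards.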
Nrf2 inh: Nrf2 qHTS screen for inhibitors; AID 504444, 2011; 360,000 tested, 2.1% active; Potency, µM (top dose mostly 46 µM), for inactives: at the top dose activity change, negative = inhibition, usual class: inhibitors; A549 ARE-Fluc reporter, luciferase luminescence, 18-24 h; further: potency means the concentration at half of the fitted maximal effect; on the % scale 0 is the no-effect control and ±100 the full control effect; nearly all actives have a fitted effect of over 60% in size
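Cells were seeded and rested 2 h, then exposed to compounds for 18-24 h. CellTiter-Fluor was read first as a viability measure. BugLite was added 15 min before the final luminescent read of ARE-luciferase activity in A549 cells.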
pAkt inh: HTS Assay for Inhibitors of Akt Phophorylation: Primary Screen; Neuro2A IGF-stimulated pAkt S473 HTRF, 20 min; stronger effect = lower value; AID 651550, 2012; 360,000 tested, 0.32% active; activity change, % for hits at 50 µM; in the data active means activity change below about -80%; inconclusive means mostly about -51% to -80%; further: on the % scale 0 is the no-effect control and ±100 the full control effect
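Neuro2A cells (4,500/well, DMEM with 0.5% FBS) were treated with compound at a single 50 µM final concentration, stimulated with 6 nM IGF for 20 min at 37 °C, and lysed. Phospho-Akt Ser473 was read by HTRF as 665/615 ratio ×10^4.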
MmCpn inh: Inhibitors of TCP-1 ring complex (TRiC) of Methanococcus maripaludis (MmCpn): qHTS | Chaperonin Mm-Cpn (Methanococcus maripaludis) | purified Mm-Cpn ATPase, ADP Transcreener TR-FRET | Potency, µM (series often up to 76.9 µM), for the others: at the highest dose activity, negative = inhibition, usual class: inhibitors | 330,000 tested, 0.031% active; further: potency means the concentration at half of the fitted maximal effect; on the % scale 0 is the no-effect control and ±100 the full control effect; nearly all actives have a fitted effect of over 80% in size
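Compound-treated chaperonin, 25 nM final, turns over 10 uM ATP at 37°C for 30 min following a 10 min preincubation; ADP generated competes with ADP-d2 for Eu-cryptate antibody, lowering FRET.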
Nrf2 activator: qHTS of Nrf2 Activators; AID 624171, 2012; Potency, µM (doses to about 46.1 µM), for inactives: at the highest dose activation, most hits filed as activators; 410,000 tested, 0.31% active; AREc32 ARE-luciferase reporter (MCF7-derived line), luminescence, 24 h; further: potency means the concentration at half of the fitted maximal effect; % of control where 0% means no effect; nearly all actives have a fitted effect of over 65% in size
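Nrf2 activation is followed as ARE-luciferase induction in the AREc32 line after one day of compound treatment; luminescence is read with Steady-Glo.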
* marks the source's active call; other numbers are inactive results; i = inactive; ? = inconclusive; · = no result given; & = joins results of further samples; [ ] = remark or other dose. Unless noted, the call rests on the fitted dose curve; in most records, active means well fitted curve in the direction sought with a large enough effect; inconclusive means small, poorly fitted or top-dose-only effect, or another doubt; inactive means no such curve, though single readings can be large; an effect the other way counts as inactive or inconclusive.

SMILES	Abeta yeast res	CCT modulator	TGFb inhibitor	HepG2 viability	A549 viability	Nrf2 inh	pAkt inh	MmCpn inh	Nrf2 activator
N#C/C(=C/c1ccc(N2CCCCC2)cc1)c1cccc(F)c1	9%	-1.5	-7%	-37%	-6%	?	i	0%	4.9%
N#CC1=C(N)NC(SCc2ccccc2)=C(C#N)C12CCCC2	22%	0.9	-10%	15%	1%	-24%	i	-2%	0.4%
CCOc1ccc(CNC(=O)CSc2nnc(C)c3c(C)n(-c4ccccc4)nc23)cc1	-32%	·	?	-2%	11%	-13%	·	·	10.0%
COc1cccc(N2CCN(C(=O)CCSCc3ccccc3F)CC2)c1	-8%&12%	-3.1	10%&-33%	-24%&-28%	2%&-2%	15%	i	1%	-0.1%&3.3%
CCC(Oc1ccccc1)C(=O)Nc1ccc(S(=O)(=O)Nc2ncccn2)cc1 (stereo not drawn)	-2%	2.1	1%	3%	-2%	15%	i	0%	-0.7%
S=c1[nH]nc(COc2ccccc2)n1/N=C/c1ccncc1	-13%	0.2	2%	-6%	4%	?	i	3%	-0.4%
COc1ccccc1OCCNS(=O)(=O)c1ccc2oc3ccccc3c2c1	1%	-0.6	?	-14%	-5%	?	i	-8%	2.2%
COc1cccc(-c2nc(CS(=O)CC(=O)NCc3ccc4c(c3)OCO4)c(C)o2)c1 (stereo not drawn)	-15%	-0.9	-14%	-15%	0%	-8%	i	0%	-0.7%
COc1ccc(CCNC(=O)CSCC(=O)Nc2cc(S(C)(=O)=O)ccc2Cl)cc1	3%	-3.4	-5%	0%	2%	12%	i	-1%	2.3%
COc1ccc(C/C(N)=N/OC(=O)COc2ccccc2C)cc1	5%	-0.6	-7%	-23%	7%	-14%	i	3%	-0.5%
COc1ccc(NC(=O)CCC(=O)Nc2cc(OC)c(NC(=O)c3ccco3)cc2OC)c(OC)c1	7%	0.3	6%	-8%	14%	0%	i	-1%	4.7%
CC1C(=O)CCN(C(C)C)C1C (stereo not drawn)	-10%	0.6	19%	-54%	2%	5%	i	2%	-1.4%
CCN(CC)c1ncnc2c1ncn2[C@H]1CN(Cc2ccc(OC)cc2)C[C@@H](CO)O1	-23%	-0.7	9%	-8%	·	·	·	·	0.9%
COc1cccc(-n2cc3c(=O)n(C)c(=O)n(C)c3c2)c1	8%	-1.8	0%	-7%	2%	11%	i	2%	7.2%
Cc1cccc(CNC(=O)C(C)n2nc(C)c3c(C)n(-c4ccccc4)nc3c2=O)c1 (stereo not drawn)	6%	3.1	-12%	-4%	7%	-13%	i	1%	0.3%
CN1C2C=C(N(CCc3ccccc3)C(=O)c3ccc(Cl)cc3)CC1CC2 (stereo not drawn)	-9%	-3.5	9%	-13%	-6%	1%	i	-24%	4.0%
CCN(CC(=O)NC1CCS(=O)(=O)C1)c1ccc([N+](=O)[O-])cc1C#N (stereo not drawn)	-2%	0.3	8%	-19%	1%	4%	i	-4%	-0.4%
Cc1ccc(S(=O)(=O)N(C)c2ccc(C(=O)O)cc2)cc1	0%	-2.5	7%	0%	1%	?	i	0%	0.1%
Cc1cc(C(=O)Nc2cccc3ncccc23)no1	-16%	-0.8	4%	-32%	-8%	3%	i	-5%	6.1%
Cc1ccc(Sc2ccc(NC(=O)c3ccc(S(C)(=O)=O)cc3Cl)cc2)cc1	10%	-2.4	1%	-25%	?	?	i	0%	0.2%
Cc1ccc(NC(=O)CN(C)C(=O)C(c2ccccc2)c2ccccc2)cc1	1%	0.6	-1%	-5%	-3%	23%	i	3%	-0.6%
CCOc1ccc(CCNC(=O)C2COc3ccccc3C2)cc1OCC (stereo not drawn)	2%	·	-13%	-12%	14%	·	·	·	-0.5%
CC(=O)Oc1ccc2ccccc2c1C(NC(=O)Cc1ccccc1)c1ccc(Cl)cc1 (stereo not drawn)	30%	-0.1	?	-39%	?	21µM*	i	-3%	1.8%
Cc1cccnc1NC(=O)C1CCN(S(=O)(=O)c2c(C)noc2/C=C/c2ccco2)CC1	-2%	-6.8	5%	8%	-2%	-5%	i	-1%	0.2%
Cc1ccc([C@H]2C(C(=O)O)=CC[C@@H](c3ccc(C)cc3)N2S(=O)(=O)c2ccc(C)cc2)cc1	4%	-0.3	1%	-4%	-13%	-18%	i	2%	-1.1%
OCCNc1ncnc2c1nnn2Cc1ccccc1Cl	0%	0.2	-10%	-17%	·	·	i	·	3.6%
COc1ccc(C(=O)C2CCCN(S(=O)(=O)c3ccc(C(C)=O)cc3)C2)c(C)c1 (stereo not drawn)	-2%	-1.1	-26%	-8%	-14%	8.2µM*	i	0%	0.0%
CCOC(=O)Cc1csc(NC(=O)c2ccc(Br)cc2)n1	10%	-2.4	4%	-6%	6%	-12%	i	0%	4.0%
Cc1cc(NC(=O)CSc2ccccn2)no1	6%	-0.5	-4%	-71%	2%	18%	i	-24%	4.1%
CCOC(=O)c1cn[nH]c1NC(=S)Nc1ccccc1	14%	0.7	-1%	-16%	-5%	?	i	1%	2.5%
Cc1[nH]n(-c2ccccc2)c(=O)c1C=Nc1ccc(S(=O)(=O)NC(N)=O)cc1	-2%	-0.1	20%	-32%	16%	?	i	-2%	-0.9%
COc1ccc(S(=O)(=O)NC(CC(=O)NCc2ccco2)c2ccco2)cc1 (stereo not drawn)	-4%[9.22 µM]	-0.8	2%	21%	1%	·	i	1%	-0.2%
Cc1cccc(/C=C/c2onc(C)c2S(=O)(=O)N2CCC(C(=O)NC(C)(C)C)CC2)c1	7%	-0.6	-1%	-16%	-3%	2%	i	2%	-0.3%
COc1ccc(CNc2ccccc2)cc1Br	7%	-3.0	-3%	-2%	-4%	11%	i	-17%	1.9%
CCc1cc(C(=O)NNC(=S)Nc2cccc(C)c2)cs1	14%	-0.8	0%	-20%	-3%	?	i	-2%	8.4%
CCOC(=O)c1ccc(NC(=O)c2nc[nH]c2C(=O)NCC(=O)OC(C)(C)C)cc1	?	0.5	?	-22%	9%	5%	i	3%	-1.6%
COC(=O)CCC(=O)OC1(C)C(=O)C2=CN(CCc3c[nH]c4ccccc34)C(c3ccc(OC)cc3)=CC2=C(Br)C1=O (stereo not drawn)	-19%	-0.8	-1%	0%	-12%	?	i	·	14%
COC(=O)c1ccc(C2C(Oc3ccc(OC)cc3)C(=O)N2CCc2ccc(F)cc2)cc1 (stereo not drawn)	15%	-6.6	4%	-26%	-9%	?	i	0%	0.0%
CC[C@H](C)[C@H]1CNC(=S)N1CC1CCN(CCCCc2ccccc2)CC1	-5%	-0.2	-2%	-13%	1%	1%	i	·	0.9%
Cc1cc(NC(=O)c2ccccc2F)ccc1-c1nc2ccccc2s1	-16%	·	-27%	-29%	2%	·	·	·	6.0%
O=S(=O)(c1ccc(Cl)cc1)c1nc(-c2ccccc2Br)oc1NCc1ccccc1	-6%	·	-25%	1%	2%	-11%	·	·	0.6%
Cc1ccc(-n2c(=S)[nH]c3sc4c(c3c2=O)CCC4)cc1	-5%	-3.8	23%	-36%	2%	1%	i	-3%	-0.3%
COc1cc2cc(C(C)(C)O)oc(=O)c2cc1OC	-2%	-1.0	3%	0%	2%	-16%	i	0%	-0.7%
Cc1ccc(NC(=O)CCCNC(=O)c2ccc(Cl)cc2)c(O)c1	6%	-0.5	-4%	7%	0%	9%	i	-3%	16%
CC(C)(C)c1ccc(C(=O)NNC(=O)CCc2ccccc2)cc1	5%	0.0	-12%	-3%	-1%	6%	i	·	0.2%

Looked up one by one from the entries so far (5):
SMILES	Abeta yeast res	CCT modulator	TGFb inhibitor	HepG2 viability	A549 viability	Nrf2 inh	pAkt inh	MmCpn inh	Nrf2 activator
CCc1cc(C(=O)NNC(=S)Nc2cccc(C)c2)cs1	14%	-0.8	0%	-20%	-3%	?	i	-2%	8.4%
Cc1cccc(/C=C/c2onc(C)c2S(=O)(=O)N2CCC(C(=O)NC(C)(C)C)CC2)c1	7%	-0.6	-1%	-16%	-3%	2%	i	2%	-0.3%
CC[C@H](C)[C@H]1CNC(=S)N1CC1CCN(CCCCc2ccccc2)CC1	-5%	-0.2	-2%	-13%	1%	1%	i	·	0.9%
COC(=O)CCC(=O)OC1(C)C(=O)C2=CN(CCc3c[nH]c4ccccc34)C(c3ccc(OC)cc3)=CC2=C(Br)C1=O (stereo not drawn)	-19%	-0.8	-1%	0%	-12%	?	i	·	14%
COc1ccc(CNc2ccccc2)cc1Br	7%	-3.0	-3%	-2%	-4%	11%	i	-17%	1.9%
